Neddyl block: inhibitors of human cullin neddylation. 360,000 compounds, 0.58% hits. calls only at 25 µM. TR-FRET cullin neddylation, biochemical. P61081+Q13564; in the data active means inhibition above about 36%
NadD inh: blocks S. aureus nicotinate mononucleotide adenylyltransferase | AID 602399 | inhibition, % at 20 µM | 360,000 compounds, 0.78% hits | purified NadD enzyme, colorimetric absorbance read-out; in the data active means inhibition above about 26%; further: some compounds past the cut are filed as inactive
CSN inh: CSN deneddylation inhibition. 360,000 compounds, 0.38% hits. Q92905. inhibition, % at 12.5 µM. AID 651999. Purified CSN, SCF-Nedd8-OG deneddylation, fluorescence polarization;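 active means pattern-corrected inhibition above about 35%, with an unprinted fluorescence ratio check between 0.5 and 1.5, limit read from the data, passing the limit was not always enough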;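 further: 0% = enzyme with substrate and 100% = substrate without enzyme; some results filed as inactive read as strong as hits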
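Material: purified human Csn5 enzyme expressed in HEK293T cells / Medium: Tris buffer pH 7.5, NaCl, DTT, Tween-20, trehalose, ovalbumin / Compound dosing: 12.5 µM single point / Schedule: 90 min incubation of compound, enzyme and substrate at room temperature / Signal: fluorescence polarization of the substrate / Control set: no-enzyme wells high, enzyme-with-substrate wells low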
FAS TE block: inhibitors of human fatty acid synthase thioesterase domain; inhibition, % at 15 µM; recombinant FAS-TE, OMFH fluorogenic substrate, fluorescence endpoint; P49327; 360,000 compounds, 0.67% hits;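 active means compounds whose normalised, plate-corrected inhibition of enzyme fluorescence in the single-dose primary screen is 50% or more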;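 further: 0% = DMSO with enzyme and 100% = substrate without enzyme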
Rpn11 block: inhibitors of human proteasome Rpn11 | O00487 | human 26S proteasome, Ub4-pepOG fluorescence polarization; 20S core pre-blocked with epoxomicin | calls only at 20 µM | 360,000 compounds, 0.59% hits;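 active means inhibition at 20 µM, scaled to each plate's controls, above about 33%, limit read from the data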
Rin1-Abl PPI inh: blocks binding of human Rin1 to Abl; P00519+Q13671; TR-FRET Rin1/Abl binding, biochemical; inhibition, % at 7.35 µM; 360,000 compounds, 0.4% hits; AID 588664; in the data active means inhibition above about 5%, passing the limit was not always enough
MT1-MMP act inh: MT1-MMP (human) activation inhibition; P50281; HT1080 RFP-PRO-GFP cells, GFP/RFP ratio fluorescence, overnight; percent of plate control window, DMSO zero; GFP/RFP ratio change, % at 20 µM; 360,000 compounds, 0.061% hits; AID 651647;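 active means GFP/RFP ratio change of at least 30% with cell ATP level not reduced by more than half and red fluorescence within 50% of control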; further: strong numbers were not always called active
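Test system: HT1080 cells expressing an RFP-PRO-GFP fluorescent reporter construct / Compound dosing: single-point 20 µM compound, 1% DMSO / Schedule: cells overnight before dosing, compound overnight, 37 °C, 5% CO2 / Evaluation: GFP/RFP fluorescence ratio / Control set: DMSO and RFP-L50D-GFP cell wells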
SKN-1 block: blocks SKN-1 activity in C. elegans; C. elegans VP596 Pgst-4::GFP/RFP ratio, acrylamide-induced, 24 h; inhibition, % at 21.8 µM; 360,000 compounds, 0.49% hits;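 active means interference check ratio from 0.5 to 1.5 plus GFP to RFP signal ratio inhibition reaching or exceeding a fixed threshold, cut at about 30% in these data, passing the limit was not always enough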; further: some compounds called inactive have numbers as strong as hits
PABP1 MLLE inh: blocks PAM2 peptide binding to the PABP1 MLLE domain; AID 588489; P11940; 360,000 compounds, 0.36% hits; GST-MLLE / FITC-PAM2 fluorescence polarization; inhibition, % at 20 µM; in the data active means inhibition above about 35%, passing the limit was not always enough;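 further: plate controls were DMSO wells with GST-MLLE for no effect and wells lacking GST-MLLE protein for full effect; some results filed as inactive read as strong as hits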
* marks the source's active call; other numbers are inactive results; i = inactive; nt = no result given; + = active, no number. Rows are unselected; 3.9% or so of the library scored in one or more.

SMILES	Neddyl block	NadD inh	CSN inh	FAS TE block	Rpn11 block	Rin1-Abl PPI inh	MT1-MMP act inh	SKN-1 block	PABP1 MLLE inh
Cc1ccc(C(NC(=O)c2ccccc2)C(Cl)(Cl)Cl)cc1 (stereo not drawn)	i	-5	-1	14	i	-2	-3	-2	10
CN(CC1COc2ccccc2O1)C(=S)NC1CCCCC1 (stereo not drawn)	i	-11	2	15	i	0	5	11	-151
COc1ccc(N/C(C)=C/C(=O)c2ccccc2)cc1	i	-7	-9	1	i	1	0	0	1
CCOc1ccccc1NC(=O)C(OC(=O)c1ccc(N(C)C)cc1)c1ccccc1 (stereo not drawn)	i	-7	-7	22	i	-4	-5	11	-12
COc1cccc(C(c2c(O)nc(SC)n(C)c2=O)c2c(O)nc(SC)n(C)c2=O)c1	i	5	-6	-5	i	-5	-1	8	9
COc1ccc(S(=O)(=O)N2CCC3(CC2)OCCN3S(=O)(=O)c2c(C)cc(C)cc2C)cc1	i	-1	4	43	i	-2	-8	1	12
O=C(Nc1cccc(O)c1)c1ccccc1	i	-7	-13	-4	i	-4	4	-11	1
C=C(C)c1ccccc1NC(=O)CCN1C(=O)c2ccccc2S1(=O)=O	i	2	2	-5	i	0	-3	-1	3
Cc1[nH]c(=O)[nH]c(=O)c1S(=O)(=O)N1CCCC(C(=O)NCCC2=CCCCC2)C1 (stereo not drawn)	i	-1	3	-3	i	3	2	-2	6
CCC[C@@H]1CCCO[C@@](C(=O)NCc2ccc(S(C)(=O)=O)cc2)(C(F)(F)F)C1	i	-2	2	-1	i	1	-3	10	-17
O=[N+]([O-])c1cc(C(F)(F)F)ccc1NCCc1ccccn1	i	-7	0	1	i	4	2	17	-3
Cc1nn(CC(=O)NCc2ccccc2Cl)c(C)c1[N+](=O)[O-]	i	-5	-3	-1	i	-2	-1	-11	-3
COc1ccc(/C=C/C(=O)Nc2cc(C(F)(F)F)ccc2Cl)cc1OC	i	-7	3	28	i	-1	-4	6	8
Cc1cccc(-n2c(SCC(N)=O)nc3c(c2=O)C2(CCCC2)Cc2ccccc2-3)c1	i	4	-1	42	i	-22	-16	7	-2
COc1ccc(CCNC(=O)c2ccccc2NS(=O)(=O)c2cc(C(=O)O)ccc2OC)cc1	i	-10	-2	-1	i	2	4	11	-8
O=C1CC(=O)Nc2ccccc2N1	i	-4	4	-3	i	0	3	4	5
Cc1cccc(OCCNC(=O)c2cc(-n3cnnc3)ccc2Cl)c1	i	-1	3	0	i	-2	5	5	-97
CCCNC(=O)c1onc(CSc2ccc(F)cc2)c1C(=O)NCCC	i	-9	-1	4	i	2	-8	9	0
Cc1noc(C)c1COC(=O)[C@@H](NC(=O)c1ccccc1)C(C)C	i	-2	-1	-3	i	1	1	-1	8
CN(CC(=O)Nc1ccc(Cl)c(C(F)(F)F)c1)C(=O)c1cc(-c2ccncc2)nc2ccccc12	i	3	-1	39	i	-2	-2	22	-20
O=C(CCNC(=O)c1ccc(Cl)cc1)Nc1ccccc1Cl	i	-1	-2	-2	i	2	0	-16	-9
CCC(CC)c1nnc(NC(=O)C2=COCCO2)s1	i	-1	3	-3	i	-3	5	-19	-27
CCc1ccccc1N(C(=O)Cn1nnc2ccccc21)C(C(=O)NCCOC)c1ccco1 (stereo not drawn)	i	-1	1	-4	i	0	-7	4	-16
CCC1CSC(Nc2ccc(C(=O)/C=C/c3ccc(OC)c(OC)c3)cc2)=N1 (stereo not drawn)	i	9	9	0	i	1	-11	21	-11
O=C(Cn1ccccc1=O)Nc1ccc(Cl)c(S(=O)(=O)N2CCCCC2)c1	i	1	-3	2	i	-1	9	11	16
Cc1c(NC(=O)C(C)OC(=O)c2cc(-c3cccc4ccccc34)nc3ccccc23)c(=O)n(-c2ccccc2)n1C (stereo not drawn)	i	17	-9	73*	i	-3	0	31	-12
CC(OC(=O)c1cc(=O)[nH]c2ccccc12)C(=O)N1C(C)CCCC1C (stereo not drawn)	i	-4	1	-2	i	3	-4	26	0
CCOC(=O)C1CCN(c2c(NCc3ccc(C(=O)NCCC(C)C)cc3)c(=O)c2=O)CC1	i	4	5	-3	i	0	-2	8	2
COc1cccc(C2C3=C(CCCC3=O)Nc3[nH]n(-c4ccccc4)c(=O)c32)c1 (stereo not drawn)	i	0	-8	-5	i	-1	-7	-2	13
CN(CC(=O)Nc1ccc(N2CCOCC2)cc1)C(=O)c1cccc(Cl)c1Cl	i	0	0	-4	i	-6	0	19	-10
COc1cccc(COC(=O)c2cc(=O)[nH]c3ccc(S(=O)(=O)N4CCOCC4)cc23)c1OC	i	-1	2	4	i	-2	-1	1	-12
C/C(=C(\C#N)C(=O)NC1CCCCC1)N(C)C	i	8	-3	-6	i	0	-2	22	8
COc1cccc(OCc2nnc(-c3cccs3)o2)c1	i	-1	0	0	i	2	-2	1	-4
COc1cc2c(cc1NC(=O)COCC(=O)O)oc1ccccc12	i	-11	2	-2	i	1	5	8	1
CCOC(=O)N1CCC(=C2c3ccc(Cl)cc3CCc3cccnc32)CC1	i	5	0	15	i	-1	-8	-4	-3
CCN(CC)CCCN(Cc1cc2cc3c(cc2[nH]c1=O)OCCO3)C(=O)Nc1ccc(F)cc1	i	-11	0	-8	i	0	-6	12	-4
COc1ccc(C(=O)NCc2nnc(SCC(=O)Nc3cc(OC)ccc3OC)o2)cc1	i	-1	4	-6	i	1	-2	-11	-5
Cc1ccc(S(=O)(=O)c2c(N)n(Cc3ccco3)c3nc4ccccc4nc23)cc1	nt	16	-13	5	i	1	-81	23	25
O=C(Nc1nc2ccccc2[nH]1)c1ccc(Cl)cc1	i	-2	-4	2	i	-1	10	11	-1
COc1cc(C(=O)OCCn2c(=O)c3c(ncn3CCN(C)C)n(C)c2=O)cc(OC)c1OC	i	-1	-1	-11	i	-2	0	2	17
CC(NCC(=O)Nc1ccccc1C(=O)NC1CC1)c1ccc(S(N)(=O)=O)cc1 (stereo not drawn)	i	-4	-1	-6	i	4	nt	-4	23
CC(C)CCC(C(=O)NC(C)c1ccccc1)C(=O)NC(C)c1ccccc1 (stereo not drawn)	i	-5	-1	-2	i	3	0	-4	0
O=C(Nc1ccccc1)c1ccc(S(=O)(=O)N2CCCCC2)cc1	i	1	10	7	i	0	-3	-1	0
CN1C[C@@H]2C[C@@H](C3=Cc4cc(Cl)ccc4OC3)N3CCC[C@@]23C1=O	i	-1	1	-10	i	-1	7	3	15
O=C(COC(=O)C1(c2ccccc2)CCCC1)N1CCNC1=O	i	-11	-5	-1	i	-1	2	3	-2
COc1ccc(CCNc2nc(C)cc(C)c2C#N)cc1OC	i	1	2	1	i	0	-2	2	-6
O=C(Nc1ccc(C(F)(F)F)cc1)c1ccc(NC(=O)C2CCCO2)cc1 (stereo not drawn)	i	0	13	-2	+	-2	-5	-8	-27
O=C(Nc1ccccc1)Nc1ccc(F)c([N+](=O)[O-])c1	i	-5	-16	48	i	2	1	2	9
COCCOC(=O)c1c(C)nc(SCC(=O)Nc2ccc(OC)cc2)c(C#N)c1-c1ccco1	i	-5	4	16	i	1	6	-11	-6
Cc1cccc(NC(=O)c2cc(-c3cc(Cl)ccc3O)n[nH]2)c1	i	-1	4	-9	i	-3	4	4	4

Random excerpt: five entries already listed
SMILES	Neddyl block	NadD inh	CSN inh	FAS TE block	Rpn11 block	Rin1-Abl PPI inh	MT1-MMP act inh	SKN-1 block	PABP1 MLLE inh
CC(NCC(=O)Nc1ccccc1C(=O)NC1CC1)c1ccc(S(N)(=O)=O)cc1 (stereo not drawn)	i	-4	-1	-6	i	4	nt	-4	23
O=C(Nc1ccc(C(F)(F)F)cc1)c1ccc(NC(=O)C2CCCO2)cc1 (stereo not drawn)	i	0	13	-2	+	-2	-5	-8	-27
Cc1nn(CC(=O)NCc2ccccc2Cl)c(C)c1[N+](=O)[O-]	i	-5	-3	-1	i	-2	-1	-11	-3
CC(C)CCC(C(=O)NC(C)c1ccccc1)C(=O)NC(C)c1ccccc1 (stereo not drawn)	i	-5	-1	-2	i	3	0	-4	0
CCC(CC)c1nnc(NC(=O)C2=COCCO2)s1	i	-1	3	-3	i	-3	5	-19	-27

Other structures follow.
SMILES	Neddyl block	NadD inh	CSN inh	FAS TE block	Rpn11 block	Rin1-Abl PPI inh	MT1-MMP act inh	SKN-1 block	PABP1 MLLE inh
CCCn1c(SCC(=O)Nc2nc(C)cs2)nnc1-c1cccnc1	i	-2	-8	-9	i	1	1	8	1
CC(C)(C)c1ccc(-c2nnc3sc(-c4ccncc4)nn23)cc1	i	2	-1	36	i	3	3	6	25
NC(=S)n1[nH]c(-c2ccc([N+](=O)[O-])cc2)c(N=Nc2ccc(O)cc2)c1=O	i	54*	2	18	i	-1	24	8	12
O=C(OCCN1CCOCC1)c1ccccc1	i	2	0	-2	i	1	8	0	11
COc1cc(C(=O)NC(=S)NC(C)C)cc(OC)c1OC	i	-1	-7	-1	i	4	9	8	15
COC(=O)c1oc2ccccc2c1N	i	-6	4	-2	i	0	5	-17	18
CN(C)Cc1ccccc1Sc1ccccc1Br	i	-3	-6	-8	i	2	8	15	-4
Cc1cc(Cl)cc(Br)c1OCCNCC(C)O (stereo not drawn)	i	0	6	0	i	-4	7	-9	5
COc1cc2c(cc1OC)C(c1cccc(OC)c1OC)CC(=O)N2 (stereo not drawn)	i	4	0	-11	i	-2	3	-14	-5
Cc1ccc(C)c(NCCCCCCCC(=O)O)c1	i	2	-3	-14	i	2	4	-7	-50
O=C(COC(=O)c1ccc(=O)[nH]c1)Nc1cccc(S(=O)(=O)N2CCOCC2)c1	i	3	0	-1	i	1	-1	2	-3
COc1ccc(/C=C2/C(=O)N(c3ccccc3)N=C2C)c(OC)c1	i	-4	2	-7	i	3	3	6	7
Cc1ccc(C(=O)n2nc(-c3cccnc3)nc2N)cc1	i	-3	2	-1	i	0	2	37*	-35
CCCCCOc1ccc(Br)cc1CSC(=N)N	i	-7	9	-160	i	-2	-28	3	-3
Cc1ccc(S(=O)(=O)N(C)C)cc1NC(=O)C1CCCC1	i	7	-7	-14	i	-3	6	-6	-52
CC(C)N1CCN(CC2COc3ccccc3O2)CC1 (stereo not drawn)	i	2	0	-4	i	0	0	26	1
CCOc1ccc(OCCC(=O)OCC(=O)NC2CC2)cc1	i	-3	1	-4	i	3	2	2	-12
Cc1ccc(N2CC(C(=O)OCC(=O)C(C)(C)C)CC2=O)cc1 (stereo not drawn)	i	-4	0	-6	i	0	3	-21	-6
COc1ccccc1NS(=O)(=O)c1cn(C)cn1	i	-3	4	-10	i	1	4	14	-6
O=C(NN=Cc1ccccc1C(=O)O)c1ccc(NS(=O)(=O)c2cccs2)cc1	i	2	-2	-7	i	3	-4	-13	1
CC(C)C(=O)N(Nc1nc2ccccc2s1)C(=O)C(C)C	i	-3	-2	-6	i	0	0	1	2
C[C@H]1CN([C@@H](C)CO)C(=O)CCCn2nncc2CO[C@@H]1CN(C)C(=O)c1ccc(N2CCN(C)CC2)cc1	i	-2	2	-10	i	0	1	-8	-7
CC(=O)OC[C@@H]1CN(Cc2ccccc2)C[C@H](n2cnc3c(NCC(C)C)ncnc32)O1	i	1	7	-4	i	4	3	7	-12
COc1ccc(C(C)NC(=S)NC2CCCC2)cc1OC (stereo not drawn)	i	0	2	-6	i	0	0	9	-27
COc1ccccc1CNC(=O)C1CC2Cn3c(nc4cc5ccccc5cc43)C2N1C (stereo not drawn)	i	0	2	-3	i	3	5	-8	5
